Screening results: PubChem BioAssay, The Scripps Research Institute Molecular Screening Center
GPR7 antagonist = GPR7 receptor antagonists, primary screen, cell-based, fluorescence, single concentration; inhibition, % at 4.4 µM; actives 1.1% (n = 290,000); GPR7-expressing cells, fluorescence antagonist assay; AID 1861, 2009; in the data active means inhibition above about 16%, passing the limit was not always enough;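 further: cells stimulated with the agonist NPW; 0% = agonist with vehicle and 100% = vehicle without agonist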
TAAR1 antagonist = human TAAR1 antagonists, primary screen, Fluo-8 calcium fluorescence, CHO RD-HGA16 cells; antagonist; actives 1.5% (n = 360,000); inhibition, % at 3 µM;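 active means inhibition above a per-plate cutoff, the mean inhibition of test compounds on that plate plus 3 SD, cut at about 49% in these data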;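 further: 0% = DMSO plus EC80 beta-PEA response and 100% = DMSO alone without agonist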
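Test system: CHO RD-HGA16 cells bearing hTAAR1 | Reagent: β-PEA, EC80 | Compound dosing: 3 µM, single point | Schedule: Dye loading 75 min at 37 °C, then 30 min room temperature | Signal: Calcium fluorescence with Fluo-8 | Evaluation: Percent inhibition of PEA-evoked calcium signal, max/basal emission ratio | Control set: DMSO-only wells and EC80 β-PEA-stimulated wells | Repeats: Singlicate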
CHO parental Ca = ATP-evoked calcium signal inhibitors, parental CHO, primary screen, counter-screen for OX1R antagonist project, cell-based, fluorescence, Fluo-8 calcium dye | parental CHO-K1, ATP-induced calcium, Fluo-8 fluorescence | AID 463079, 2010 | inhibition, % at 5.6 µM | actives 0.63% (n = 330,000);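 active means inhibition above that plate's mean sample inhibition plus 3 SD, cut at about 26% in these data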;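 further: 0% = ATP-challenged DMSO wells and 100% = DMSO wells without ATP; some compounds past the cut are filed as inactive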
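Material: Parental CHO cells | Reagent: ATP | Compound dosing: Single nominal dose of 5.6 µM per compound | Detection: Intracellular calcium via Fluo-8 no-wash fluorescent dye | Read-out: % inhibition of ATP-induced calcium mobilization | Benchmarks: Low control ATP plus DMSO, high control DMSO only | Replicates: Singlicate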
OXTR ag = human OXTR agonists, primary screen, fluorescence, CHO-OTR cells, Fluo-8 calcium. Oxytocin receptor (Homo sapiens), P30559. Fluo-8 calcium fluorescence; normalized: DMSO 0%, oxytocin 100%. activation, % at 3 µM. actives 0.32% (n = 320,000);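 active means activation above the mean of all tested compounds plus 3 SD, cutoff set per screening run, cut at about 20% in these data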;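 further: peak over basal fluorescence ratio from a 100 s FLIPR kinetic read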
Target sequence (P30559 whole entry, looked up): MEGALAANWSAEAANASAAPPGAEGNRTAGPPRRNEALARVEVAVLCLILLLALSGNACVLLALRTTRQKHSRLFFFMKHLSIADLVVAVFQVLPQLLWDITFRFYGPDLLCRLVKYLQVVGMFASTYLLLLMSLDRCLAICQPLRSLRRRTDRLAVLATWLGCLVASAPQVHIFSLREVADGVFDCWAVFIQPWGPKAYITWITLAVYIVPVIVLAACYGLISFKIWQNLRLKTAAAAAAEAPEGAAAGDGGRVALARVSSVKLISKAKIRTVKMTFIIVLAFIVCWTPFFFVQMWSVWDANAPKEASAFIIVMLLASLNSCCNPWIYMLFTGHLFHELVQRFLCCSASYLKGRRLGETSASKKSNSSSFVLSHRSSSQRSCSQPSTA
OXTR potentiator = human OXTR potentiators, primary screen, fluorescence, CHO-OTR cells, Fluo-8 calcium | Oxytocin receptor (Homo sapiens), P30559 | Fluo-8 calcium fluorescence, potentiator mode; 0% = oxytocin EC15, 100% = EC100 | activation, % at 3 µM | actives 0.061% (n = 320,000);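 active means activation above that plate's cutoff, the mean activation of tested compounds plus 3 SD, cut at about 6.6% in these data, passing the limit was not always enough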;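 further: 100% uses oxytocin at 75 nM as the full agonist control; some results filed as inactive read as strong as hits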
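Assay system: CHO cell line stably expressing human OTR | Also added: Oxytocin at about EC15, sub-maximal agonist stimulus | Times: Compound 6 min at room temperature before oxytocin, 100 s read | Measured by: Fluo-8 intracellular calcium fluorescence, ex 470-495, em 515-575 nm | Controls: EC15 oxytocin alone as 0%, 75 nM oxytocin as 100%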
CHO-K1 Ca antag = M1 antagonist counterscreen hit in parental CHO-K1 cells. ATP-induced calcium, Fluo-8 fluorescence. inhibition, % at 3 µM. actives 0.6% (n = 360,000). AID 602250;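 active means inhibition above a per-plate cutoff, the plate's mean sample inhibition plus 3 SD, cut at about 24% in these data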;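 further: 0% = DMSO plus EC80 ATP and 100% = DMSO alone without ATP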
V1R ag counter = agonists of human V1a receptor, primary screen, counter-screen for OXTR agonist project, fluorescence, CHO-V1R cells; Vasopressin V1a receptor (Homo sapiens), P37288; Fluo-8 calcium fluorescence, agonist mode; 0% DMSO, 100% 3 nM vasopressin; activation, % at 3 µM; actives 0.25% (n = 320,000); AID 2797, 2010;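 active means activation above the mean activation of all tested compounds plus 3 SD, per screening run, cut at about 20% in these data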;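 further: signal is peak over basal fluorescence ratio across a 100 second FLIPR read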
Target sequence (P37288 whole entry, looked up): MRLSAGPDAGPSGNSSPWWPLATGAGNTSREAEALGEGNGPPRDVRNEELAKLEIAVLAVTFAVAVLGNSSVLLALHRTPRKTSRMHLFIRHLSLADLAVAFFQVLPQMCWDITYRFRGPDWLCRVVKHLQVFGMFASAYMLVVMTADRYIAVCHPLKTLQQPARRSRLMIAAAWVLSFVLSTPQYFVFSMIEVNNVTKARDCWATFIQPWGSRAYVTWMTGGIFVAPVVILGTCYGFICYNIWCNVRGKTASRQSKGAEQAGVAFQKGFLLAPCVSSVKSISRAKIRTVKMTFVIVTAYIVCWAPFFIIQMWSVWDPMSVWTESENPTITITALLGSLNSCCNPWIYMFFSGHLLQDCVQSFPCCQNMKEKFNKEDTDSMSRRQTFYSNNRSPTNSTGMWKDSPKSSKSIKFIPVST
CHO-K1 Ca ag = counter-screen for M1 agonists: effect in parental CHO-K1 cells. activation, % at 3 µM. actives 0.48% (n = 360,000). Fluo-8 calcium fluorescence; scaled to maximal ATP response, vehicle zero; in the data active means activation above about 15%;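 further: untransfected CHO-K1 host cells lacking M1 receptor as counterscreen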
M1 PAM parental = nonselective calcium activators in parental CHO-K1 cells, primary screen, counter-screen for M1 PAM project, cell-based, Fluo-8 calcium fluorescence, full deck, 1536-well | actives 0.02% (n = 360,000) | ATP EC20; 0% at ATP EC20, 100% at ATP max | activation, % at 3 µM;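 active means activation above the run cutoff, the mean activation of all test compounds plus 3 SD, cut at about 40% in these data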;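 further: peak over basal fluorescence ratio in a 140 s read after ATP addition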
Active calls of the source: *; x = not tested or not shown.

mol,GPR7 antagonist,TAAR1 antagonist,CHO parental Ca,OXTR ag,OXTR potentiator,CHO-K1 Ca antag,V1R ag counter,CHO-K1 Ca ag,M1 PAM parental
CCN1CCN(c2c(Cl)cccc2NC(=O)c2ccc(Br)o2)CC1,24*,-12,-22,-2.3,-5,-14,-1.7,0.2,30
Cc1nc2ccc(NC(=O)N3CCCCC3)cc2s1,-1,11,-14,0.5,-4,-4,0.3,-0.1,9
COc1ccccc1CC(=O)N1CCN(c2ccccc2)CC1,-7,-1,1,0.3,-1,4,0.3,0.0,-17
NC(=O)C1CCCN1S(=O)(=O)c1ccc2ccccc2c1 (stereo unspecified),-5,-17,3,0.2,-3,13,-0.5,-0.1,-23
COC(=O)c1ccc(C)c(NC(=O)c2ccc(Cn3cc([N+](=O)[O-])cn3)o2)c1,-2,-8,-13,0.2,-3,-1,0.3,1.3,-4
Cc1onc(-c2ccccc2)c1C(=O)Nc1ccc(S(=O)(=O)NC2=NCCCCC2)cc1,7,-10,-4,-0.2,-9,-2,0.7,0.5,5
COc1ccc(-c2[nH]ncc2-c2cscn2)c(O)c1,5,17,-10,-0.1,-12,-10,0.2,0.4,15
COc1cc(NC(=O)CN2C(=O)NC(C)(CC(C)C)C2=O)cc(OC)c1 (stereo unspecified),-10,-10,-18,-0.2,-9,-3,-0.8,0.1,11
COc1ccc(CNC(=O)CCS(=O)(=O)c2ccc3c(c2)CC(C)N3C(=O)C2CC2)cc1 (stereo unspecified),10,-23,-27,-0.9,-5,-15,1.7,4.2,18
CN(C)/C=C(/C(=O)c1ccc(Cl)cc1)n1cncn1,-2,-10,-5,0.7,-6,6,2.1,-0.4,-8
O=C(CC12CC3CC(CC(C3)C1)C2)Nc1c(F)cccc1F,-12,x,-14,4.2,-15,-10,0.6,3.9,16
CN(C)c1ccc(C(=S)N2CCCCC2)cc1,1,5,-12,-1.1,-5,14,6.4,-0.1,-15
O=C(O)CCn1c(=O)oc2cc(S(=O)(=O)N3CCCC3)ccc21,x,3,-6,0.9,-3,-2,0.4,2.0,-7
O=C(N/N=C/c1ccc(-c2ccccc2Cl)o1)c1ccccc1,-6,31,-11,-0.6,-10,-2,0.0,3.8,20
Cn1nccc1C(=O)Oc1cccc(/C=N/NC(=O)c2ccccc2O)c1,-5,18,-5,0.8,-11,9,1.3,2.3,-1
CCSc1nc(C)c(C(C)=O)cc1C#N,2,-8,-7,-1.6,-2,-13,-0.5,0.7,16
CN(Cc1cccc(F)c1)C(=O)CNS(=O)(=O)c1ccc2ccccc2c1,-3,-9,-6,1.6,-3,-19,1.1,2.1,11
Cc1ccc(C(CNS(=O)(=O)c2ccc(C)cc2)N2CCN(C)CC2)cc1 (stereo unspecified),x,16,-17,1.3,-7,-3,0.4,1.6,-6
O=C(C1CCCN1S(=O)(=O)c1ccc(Cl)c(Cl)c1)N1CCCCC1 (stereo unspecified),-6,9,-9,-0.4,-10,-8,1.4,0.7,11
Cc1onc(-c2c(F)cccc2Cl)c1C(=O)N1CCN(c2ncc(Br)cn2)CC1,4,-1,-19,-1.8,-3,18,-0.8,0.4,-29
O=C(COC(=O)/C=C/c1cccc(Cl)c1)Nc1cccc(S(=O)(=O)NC2=NCCC2)c1,x,5,-5,1.3,-5,13,0.5,0.1,-23
CCn1c(SCC(=O)N2CCCc3ccccc32)nc2c1c(=O)n(C)c(=O)n2C,-14,12,-10,1.5,0,-16,1.3,6.6,10
COC(=O)c1cc(Br)c(=O)n(CCc2ccccc2)c1,0,-12,-8,0.1,-7,2,-1.1,-0.1,7
CCCCCC(=O)Nc1cccc(-c2nc3ncccc3o2)c1,-9,9,-13,-0.2,-6,8,0.8,2.8,-8
Cc1ncc(CO)c(/C=N/NC(=S)Nc2ccc(Cl)c(Cl)c2)c1O,-11,15,-1,1.0,-6,3,1.3,4.3,6
Nc1cc(Cl)ccc1C(=O)OCC(=O)N1CCOCC1,-10,-6,8,0.7,-9,-14,-0.9,1.1,9
O=S(=O)(NCCSCc1ccc(Cl)cc1Cl)c1ccc2c(c1)OCCO2,-2,-6,-11,-0.8,-6,-6,1.5,0.5,11
CCN(CC)CCC(O)(c1ccc2c(c1)OCO2)c1cc(OC)c(OC)c(OC)c1 (stereo unspecified),x,0,x,x,x,-7,x,0.9,9
CCOc1ccc(C(=O)n2cc(C(=O)OC)c3ccccc32)cc1,-3,23,-10,-0.4,-14,-15,-0.6,0.0,25
Cc1ccc(-n2c(C)csc2=N)cc1,-11,8,-8,-1.9,2,1,-0.8,-0.7,3
Clc1cccc(Cl)c1Cn1cnc2c(N3CCCCCC3)ncnc21,-18,-16,-29,-1.4,-5,-20,-1.5,0.2,20
COc1ccc(C2=C/C(=C\c3cccc(OC(C)=O)c3)C(=O)O2)cc1,-11,-4,-5,-0.1,-1,2,-0.2,0.8,7
CCS(=O)(=O)n1nc(-c2ccc(Cl)cc2)nc1N,4,3,11,-0.5,-9,9,0.6,0.4,2
O=C(COC(=O)CCc1c[nH]c2ccccc12)NCc1ccccc1,1,11,-8,8.1,-1,-3,2.8,1.9,15
CCC(C)C(NC(=O)C(C)NC(=O)CNC(=O)OC(C)(C)C)C(N)=O (stereo unspecified),3,26,0,0.3,-5,18,0.3,-0.1,-7
O=C(COC(=O)Cc1c(F)cccc1Cl)Nc1nnc(-c2ccccc2)o1,x,-27,-25,-0.9,2,4,0.1,0.3,5
CCN(CC)CCCN(C(=O)c1ccc(Br)cc1)c1nc(-c2ccc(OC)cc2)cs1,2,-3,-9,3.7,-14,-2,2.9,1.2,12
CCc1ccc(N2CC(C(=O)Nc3ccc(OC)c(S(=O)(=O)N4CCOCC4)c3)CC2=O)cc1 (stereo unspecified),x,-13,x,x,x,-4,x,-0.8,1
O=C(O)c1cccc(NS(=O)(=O)c2ccc(Oc3ccc(S(=O)(=O)Nc4cccc(C(=O)O)c4)cc3)cc2)c1,x,-29,-2,0.7,-9,-1,1.1,1.0,9
NC(=O)C1=C[C@@H](c2csc3ccccc23)C[C@@H](OCCCCO)O1,19,2,-8,0.4,-4,-5,0.9,0.0,4
CN(C(=O)CSc1nnc(-c2c[nH]c3ccccc23)n1C1CC1)C1CCS(=O)(=O)C1 (stereo unspecified),x,-2,-13,-0.4,-4,-18,0.0,0.3,15
N#CCc1nnc2n1-c1ccccc1CCC2,-8,-14,5,0.7,1,-15,0.5,0.8,17
c1cnn(-c2cc(N3CCOCC3)ncn2)c1,-6,-9,-3,1.6,-2,18,0.3,0.2,-5
COc1ccc(C(=O)OCCNC(=O)c2ccncc2)cc1OC,-6,3,-5,-0.5,6,-4,-0.3,0.2,17
O=C(Nc1ccccc1N1CCCCC1)c1cccc(Cl)c1,-12,-3,-18,-1.8,-2,-23,-1.0,0.2,6
Cc1cc(C)cc(NC(=O)CN(Cc2ccccc2)S(C)(=O)=O)c1,1,5,-8,-2.6,-2,-6,-0.6,0.0,2
CCc1nnc(NC(=O)c2cc(S(=O)(=O)N3CCN(c4ccccc4)CC3)ccc2Cl)s1,-2,0,-28,0.4,-3,-3,1.6,0.1,0
O=C1C(Sc2cccc(F)c2)=C[C@@]2(O)CC[C@@H](O)[C@]1(Sc1cccc(F)c1)[C@H]2O,x,2,x,x,x,-4,x,0.2,7
CC1CCCC(NC(=O)COC(=O)c2ccc3ccccc3n2)C1C (stereo unspecified),4,9,-14,-1.1,2,7,0.5,1.2,3
C[C@H](CO)N1C[C@H](C)[C@@H](CN(C)C(=O)NC2CCCCC2)Oc2ccc(NC(=O)Nc3ccc(C(F)(F)F)cc3)cc2C1=O,x,-3,-5,3.2,-5,-19,9.3,1.4,21
CCCCc1ccc(NC(=O)c2c(C)noc2C)cc1,-11,0,-11,-2.1,3,0,-1.3,0.1,10
O=C(/C=C/c1ccccc1)Nc1cccc(C(=O)NC2CC2)c1,x,-14,x,x,x,-22,x,2.2,27
CCCCOc1cccc(C2C(C(=O)c3ccc(C)o3)=C(O)C(=O)N2c2nnc(C)s2)c1 (stereo unspecified),-14,-11,x,x,x,5,x,2.0,-19
CC1(C)CC(=O)C2=C(C1)N=C1c3ccccc3C(=O)C1C2c1ccc(Cl)cc1 (stereo unspecified),-10,24,-18,3.1,-21,3,5.6,4.5,12
C=CCNC(=O)/C(=C/c1ccccc1OCC)NC(=O)c1ccccc1,-9,-11,-7,-0.1,-9,-9,0.5,1.1,26
CC(C)C(=O)N1CCN(c2ccccc2NC(=S)NC(=O)c2cccs2)CC1,-17,37,-21,-2.5,-9,1,-1.1,3.9,11
CCOC(=O)c1ccc(Oc2cn[nH]c2-c2ccc(O)cc2O)cc1,21,15,9,6.2,-18,-1,5.1,7.4,5
Brc1cc(Br)c2nc3c(cc2c1)CCC3,2,-22,-3,-0.8,1,12,-0.5,-0.5,-4
CC(C)CCn1c(=O)c2ccccc2n2c(CN3C(=O)NC4(CCC(C)CC4)C3=O)nnc12 (stereo unspecified),-3,-4,-21,-1.1,-2,-5,0.7,-0.4,6
CCOC(=O)CSc1nnc(SCCN2C(=O)c3ccccc3C2=O)s1,-5,9,-26,-0.7,-7,0,0.1,1.5,6
CC1(C)C(=O)NCCN1C(=O)CCCC(=O)O,-8,-8,3,1.1,1,8,0.2,0.1,-8
Cc1ccc(N(CC(=O)NCc2ccc(F)cc2)S(=O)(=O)c2c(C)n[nH]c2C)cc1,-7,-14,-18,-0.7,-11,-16,0.9,0.6,9
Cc1onc(-c2ccccc2)c1NC(=O)N(CCC(=O)O)Cc1ccccc1,-17,1,-7,-1.4,5,3,4.3,0.4,-16
